RAD54 branch = inhibitors of human RAD54 branch migration, primary screen, biochemical, fluorescence, single point. DNA repair and recombination protein RAD54-like (Homo sapiens), Q92698. RAD54 Holliday junction branch migration, FAM/BHQ fluorescence. inhibition, % at 10.4 µM. actives 0.14% (n = 360,000). AID 602329, 2012;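 active = mean normalized replicate activity at least 40 and at least half of replicates scoring 40 or more; inconclusive = only one of the two criteria met; inactive = mean below 40 and under half of replicates reaching 40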;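 also: 0% = median of neutral control wells and 100% = median of positive control wells; inhibitors cause a drop in the FAM fluorescence signal; in these data hits start at about 50%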
Target sequence (Q92698 whole entry, looked up): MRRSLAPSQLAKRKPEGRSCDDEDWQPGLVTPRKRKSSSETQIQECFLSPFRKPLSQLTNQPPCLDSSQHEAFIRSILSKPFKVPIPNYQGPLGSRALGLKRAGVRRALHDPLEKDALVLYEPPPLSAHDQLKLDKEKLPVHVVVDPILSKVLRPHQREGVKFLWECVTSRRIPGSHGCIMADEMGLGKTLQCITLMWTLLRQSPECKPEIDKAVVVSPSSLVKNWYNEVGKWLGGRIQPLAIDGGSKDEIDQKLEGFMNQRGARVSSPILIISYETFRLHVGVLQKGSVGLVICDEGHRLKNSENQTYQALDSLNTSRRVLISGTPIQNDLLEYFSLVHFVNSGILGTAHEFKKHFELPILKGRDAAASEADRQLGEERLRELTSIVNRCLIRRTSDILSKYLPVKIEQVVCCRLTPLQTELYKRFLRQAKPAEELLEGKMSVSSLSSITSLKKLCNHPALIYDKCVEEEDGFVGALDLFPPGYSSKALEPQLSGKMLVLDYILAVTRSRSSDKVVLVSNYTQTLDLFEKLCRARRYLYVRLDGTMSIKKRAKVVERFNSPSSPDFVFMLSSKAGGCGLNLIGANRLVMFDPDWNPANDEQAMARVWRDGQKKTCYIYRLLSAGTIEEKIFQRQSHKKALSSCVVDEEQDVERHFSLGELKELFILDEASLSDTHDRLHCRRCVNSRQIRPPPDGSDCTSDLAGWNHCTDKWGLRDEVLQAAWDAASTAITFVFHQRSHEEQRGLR
esBAF inh = Bmi1 luciferase reporter increase in mESCs, primary screen, esBAF inhibitor project, mouse ES cells, Bmi1 luciferase knock-in, single point; 24 h; 100% = twice the neutral-well signal; reporter increase, % at 12.5 µM; actives 2% (n = 350,000); AID 602393, 2012; in the data active = activation above about 40%; inconclusive = no clear call, values can overlap the other calls;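 also: 0% = median of the plate's neutral control wells and 100% = double that signal; a rise in the Bmi1 reporter signal indicates esBAF inhibition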
Starred values were filed as active, the others as inactive; ? = inconclusive. These rows are one share of the data, so the mix of outcomes need not match the whole.

Start of the data: the first 3 entries (preview)
SMILES	esBAF inh	RAD54 branch
CCCCOC(=O)Cn1c(=O)n(CC(=O)OCCCC)c2ccccc21	-1	-3
CCOC(=O)CSc1nc(-c2ccncc2)ccc1C#N	30	-11
Cc1occc1-c1nnc(SCC(=O)NCc2cccs2)n1-c1ccc(F)cc1	-8	-13

Main list (from the top)
SMILES	esBAF inh	RAD54 branch
CCCCOC(=O)Cn1c(=O)n(CC(=O)OCCCC)c2ccccc21	-1	-3
CCOC(=O)CSc1nc(-c2ccncc2)ccc1C#N	30	-11
Cc1occc1-c1nnc(SCC(=O)NCc2cccs2)n1-c1ccc(F)cc1	-8	-13
CSC(=NC#N)N1CCN(c2ccc(Cl)cc2)CC1	25	0
c1ccc(-n2ncc3c(N4CCN(c5ccccn5)CC4)nc(N4CCCCCC4)nc32)cc1	1	4
CCSc1ccccc1C(=O)NCc1ccc(OC)cc1	-6	6
CCOc1ccc(-c2cn(S(=O)(=O)c3cccc4nsnc34)nc2N)cc1	11	-5
C=CCOc1ccc(CNn2c(C)n[nH]c2=S)cc1OC	15	-2
Cc1ccc(-c2nnc3ccc(SCC(=O)Nc4cc(C)on4)nn23)cc1	-13	2
COc1ccccc1OCC(=O)Nc1ccc(S(=O)(=O)Nc2cc(C)nc(C)n2)cc1	-8	-6
COc1ccc(OC)c(S(=O)(=O)N(C)CC(=O)N2CCc3ccccc3C2)c1	-2	-3
N#CCCn1c2ccccc2c2nc3ccccc3nc21	-2	5
Cc1ccc(CNC(=O)CSc2nc(C)cc(C)c2C#N)cc1	-4	6
COC(=O)c1ccc(C(=O)OC)c(NC(=O)CSc2nnc(-c3ccccc3Cl)o2)c1	-10	-2
COc1cc(C)c(C(C)C)cc1S(=O)(=O)NCCCn1ccnc1	5	4
O=C(OCCCN1CCCC1)C1(c2ccccc2)CCCC1	-5	-11
CC1CCCN(S(=O)(=O)c2cc(Cl)ccc2Cl)C1 (centres undefined)	10	-1
COCC(C)NC(=O)c1ccccc1OC(C)=O (centres undefined)	-6	-14
CCn1c(SCc2cccc(C(=O)O)c2)nnc1-c1ccccc1	5	-3
CCOc1ccc(NC(=O)CN2CCN(CC(=O)Nc3ccc(F)c(F)c3)CC2)cc1	3	-3

Single values from the results shown:
`COC(=O)c1ccc(C(=O)OC)c(NC(=O)CSc2nnc(-c3ccccc3Cl)o2)c1` in esBAF inh is entered as -10
`COc1cc(C)c(C(C)C)cc1S(=O)(=O)NCCCn1ccnc1` in RAD54 branch is entered as 4
`CSC(=NC#N)N1CCN(c2ccc(Cl)cc2)CC1` in RAD54 branch is entered as 0
`N#CCCn1c2ccccc2c2nc3ccccc3nc21` in RAD54 branch is entered as 5

More compounds:
SMILES	esBAF inh	RAD54 branch
COc1ccc(-n2c(SC(CN3CCCCC3)CN3CCCC3=O)nc3ccccc3c2=O)cc1 (centres undefined)	-3	-11
CCC(=O)N1CCN(c2nc(-c3ccc(Cl)cc3)cs2)CC1	12	-40
CCOc1ccc2nc(NC(=O)C3CCCN(S(=O)(=O)c4cccc5nonc45)C3)sc2c1 (centres undefined)	1	3
CCOc1ccccc1NC(=O)N1CCCC1C(=O)Nc1nnc(CC)s1 (centres undefined)	-6	-3
C=CCn1c(-c2cccc(OC)c2)nc2nc3ccccc3nc21	9	8
COc1ccc(N(C(C)C(=O)NCc2ccco2)S(C)(=O)=O)cc1 (centres undefined)	-2	-3
COc1ccc(Cn2c(/C=C/c3ccccc3)nc3ccccc32)cc1	?	3
CCn1nc(NC(=O)c2ccccn2)c2cc3cccc(C)c3nc21	-6	-3
COc1ccc(OC)c(NC(=O)CCN2CC(C)CC(C)C2)c1 (centres undefined)	-6	-7
CCSCCOC(=O)C1=C(C)N(C)C(=O)NC1c1cc(OC)ccc1OC (centres undefined)	-1	-3
O=C(Nc1nccs1)c1cccc(S(=O)(=O)N2CCCCC2)c1	4	-8
COc1ccc(-n2ncc3c(NC(C)C)ncnc32)cc1	-41	2
CCOc1ccc(S(=O)(=O)Nc2ccccc2C(=O)Nc2ccccc2N2CCOCC2)cc1	-6	0
Nc1nonc1-c1nc2ccccc2n1CC(=O)NC1CCCC1	2	0
Cc1cc(C(=O)CSc2nnnn2C)c(C)n1CCc1ccc(Cl)cc1	-5	-17
CN(C(=O)c1ccccc1)c1nc2ccccc2s1	-75	3
COc1cc(NS(=O)(=O)c2ccc(N/C=C(\C#N)c3nc4ccccc4o3)cc2)nc(OC)n1	9	-6
O=C(Nc1ccccc1)N1CCN(Cc2ccccc2)CC1	40*	17
Cc1ccc(C2NS(=O)(=O)N=C2N)cc1 (centres undefined)	-5	6
CCOC(=O)c1cnc(SCC(=O)Nc2ccccc2C(=O)OC)nc1N	9	-1

A run of entries taken from the entries so far, as a working copy:
SMILES	esBAF inh	RAD54 branch
Cc1ccc(C2NS(=O)(=O)N=C2N)cc1 (centres undefined)	-5	6
CCOC(=O)c1cnc(SCC(=O)Nc2ccccc2C(=O)OC)nc1N	9	-1

Further compounds follow.
SMILES	esBAF inh	RAD54 branch
CC(=O)OC(C(=O)Nc1ccccc1)C(C)S(=O)(=O)c1ccccc1 (centres undefined)	-12	-18
Cc1ccc(C(=O)C(C)OC(=O)c2n[nH]c(=O)c3ccccc23)cc1 (centres undefined)	-3	-2
O=C(NCCN1CCCCCC1)c1ccc(N2CCCC2=O)cc1	-4	-42
CCc1ccc(NC(=O)c2noc3c2CCCCC3)cc1	26	4
CCN(CC)CCN1C(=O)C(=O)/C(=C(/O)c2ccncc2)C1c1ccccc1F (centres undefined)	4	6
COC(=O)c1ccccc1NC(=O)c1sc(N)nc1C	3	-2
CCOC(=O)c1c(-c2ccc(OC)cc2)csc1NC(=O)CSc1ccccc1	-2	0
O=C(CSc1nc2ccccc2c(=O)n1NC(=O)c1ccccc1)c1ccc(Cl)cc1	-8	-12
O=C(CN1CCN(c2ncccn2)CC1)N1CCCc2c1c(=O)oc1ccc(O)cc21	-2	-4
O=C1C2C3C=CC(C3)C2C(=O)N1Cc1ccc(CN2C(=O)C3C4C=CC(C4)C3C2=O)cc1 (centres undefined)	15	0
COc1ccc(NC(=O)c2cc3ccccc3o2)cc1	58*	-3
CC1Cc2ccccc2N1c1nc(C2CC2)nc2c1nnn2Cc1ccccc1 (centres undefined)	-2	0
CSc1nccc(Nc2ccccc2)c1C#N	3	8
CCOC(=O)CNC=C(C(=O)OCC)C(=O)OCC	1	-4
CC1CCc2nc(N)c(C#N)c(-c3ccncc3)c2C1 (centres undefined)	6	2
O=C(Cn1nnc(-c2ccccc2)n1)OCc1ccccc1	3	7
Cc1sc2nc(CSc3nc4ccccc4c(=O)n3CCCN3CCOCC3)[nH]c(=O)c2c1C	2	-29
CCC(C)S(=O)(=O)c1snnc1C (centres undefined)	-5	0
CC1=CCC2C(=O)N(c3ccc(C(=O)N4CCCCCC4)cc3)C(=O)C2C1 (centres undefined)	-1	-4
Cn1c(=O)c(-c2cc(Br)ccc2N)nc2ccccc21	7	-5

Next section:
SMILES	esBAF inh	RAD54 branch
O=C(NCCOC(=O)c1ccncc1)c1ccccc1	-4	-1
CC(=O)[C@H]1[C@@H]2C(=O)N(c3cccc(Cl)c3)C(=O)[C@@H]2[C@H]2c3ccccc3C=CN21	11	-8
CC(C(=O)O)C1SC(=O)NC1=O (centres undefined)	-3	1
C=CC1C(N2CCOCC2)C(C)(C)S1(=O)=O (centres undefined)	-5	-3
N#CC1=C(N)N(c2ccc(Br)cc2)C2=C(C(=O)CCC2)C1c1cccnc1 (centres undefined)	-2	9
CCOC(=O)C1CCCN(C(=O)c2cc3nc(-c4ccc5c(c4)OCO5)cc(C(F)(F)F)n3n2)C1 (centres undefined)	-10	-1
Brc1ccc2nc3c(n2c1)CCCC3	-2	-28
O=C1c2ccccc2C(=O)N1c1nc2nccc(-c3ccccc3)n2n1	-9	8
CCOP(=O)(c1ccccc1Cl)C1(O)CCCCC1 (centres undefined)	-4	-7
Cc1ccc(-c2cn3c(n2)CCCC3)cc1	6	2
COC(=O)CSc1cnc2ccccc2n1	-4	-7
O=C1C2C3C=CC(C3)C2C(=O)N1CN(Cc1ccccc1)CN1C(=O)C2C3C=CC(C3)C2C1=O (centres undefined)	-6	4
CC(C)CC(=O)Nc1ccc(N2CCOCC2)cc1	7	-11
Cc1ccccc1/C=C1\Sc2ccc(C(=O)N3CCN(c4ccccn4)CC3)cc2N(C)C1=O	4	5
COc1ccc(-c2cc(C(=O)OCC(=O)N3CCCC3)c3ccccc3n2)cc1	14	-1
CCCC1(C(=O)OC)NC(c2cc(OC)c(OC)c(OC)c2)C2C(=O)N(CC)C(=O)C21 (centres undefined)	-7	-3
CN(Cc1ccccc1)C(NC(=O)c1ccccc1)C(Cl)(Cl)Cl (centres undefined)	6	8
O=C1NCCCc2c1no[n+]2[O-]	-6	-19
C/C(NCc1cccnc1)=C(\C#N)C(=O)NCc1ccccc1	-1	4
CC1CCN(c2nc(-c3ccccc3O)nc3ccccc23)CC1	-8	-6

Going on with the list.
SMILES	esBAF inh	RAD54 branch
CC1(C)CC(=O)C2=C(C1)OC(N)=C(C#N)C2c1ccsc1 (centres undefined)	-10	1
COc1ccccc1NC(=O)N1CCCC1C(=O)Nc1ccc2c(c1)OCO2 (centres undefined)	5	4
O=C(c1cc2ccccc2oc1=O)N(Cc1ccco1)Cc1cccs1	-3	-14
CC(C)Cc1nnc(NC(=O)c2ccc([N+](=O)[O-])cc2)s1	31	-3
CC(C)CCNc1nc(N2CCCC2)c2c(c1C#N)CCN(C)C2	-3	17
CCCCCCCC(=O)NNC(=O)CCC(=O)O	-11	4
COc1ccc(S(=O)(=O)O/N=C2\CCSc3ccc(C)cc32)cc1	-13	-3
COc1cc(NC(=O)NC(C)(C(F)(F)F)C(F)(F)F)cc(OC)c1OC	3	2
Fc1ccc(CSc2nnc(-c3cccnc3)n2Cc2ccco2)cc1	-2	18
CCCCN1CC(=O)N2[C@H](c3ccc(OC)cc3)[C@@H]3C(=O)N(CC)C(=O)[C@@H]3[C@]2(C)C1=O	-11	5
OC(COCc1cccs1)CN1CCCCCC1 (centres undefined)	2	-14
Cc1ccc(C)c(S(=O)(=O)NCc2ccncc2)c1	3	-1
CCC(C)c1cc(S(=O)(=O)N2CCOCC2)ccc1OC (centres undefined)	-1	1
COc1cc2c(cc1OC)C(c1cccs1)CC(=O)N2 (centres undefined)	3	7
CCCc1cc(=O)[nH]c(SCC(=O)c2c(N)n(C)c(=O)n(C)c2=O)n1	-5	-12
Cc1nn(C)c(Oc2ccccc2)c1[N+](=O)[O-]	-7	10
C=CCNC(=O)c1cccc(C(F)(F)F)c1	-2	11
CN(C)CCCNCCCNC(=O)c1ccncc1	0	-11
CCOC(=O)c1sc(N/N=C/c2cccc(C)c2)nc1C	58*	2
CC(=O)Nc1nonc1-n1nnc(C(=O)NCc2ccccc2)c1C	0	4

(more compounds)
SMILES	esBAF inh	RAD54 branch
Cc1ccc(-n2ccnc2SCC(=O)N(CC(C)C)C2CCS(=O)(=O)C2)c(C)c1 (centres undefined)	-5	-3
O=C(c1c[nH]c2ccc(S(=O)(=O)N3CCC4(CC3)OCCO4)cc2c1=O)N1CCOCC1	2	-14
COC(=O)c1cn(CC(=O)NC2CCCCCC2)c2ccccc12	2	0
O=S(=O)(Nc1cccnc1)c1ccc(Cl)c(C(F)(F)F)c1	-13	-4
Cc1ccc(CNC(=O)CCCNS(=O)(=O)c2cccc3nonc23)cc1	-4	-4
Cc1ccccc1NC(=O)CC1SC(=NC2CCCCC2)NC1=O (centres undefined)	1	-4
CC(C)OCCCNC(=O)NC12CC3CC(CC(C3)C1)C2	10	-2
O=C(CN1C(=O)COc2ccccc21)NCCN1CCC(Cc2ccccc2)CC1	2	1
COc1nc(N)nc(NC23CC4CC(CC(C4)C2)C3)n1	17	-4
CCOCCCN1C(=O)C2C(C(=O)Nc3ccc(OCC)cc3)C3C=CC2(O3)C1C(=O)NC1CCCCC1 (centres undefined)	3	1
Cc1nn(C(C)(C)C)c(OC(=O)c2cccs2)c1S(=O)(=O)c1ccccc1	9	3
COc1ccc(C2C(C#N)=C(SCC(=O)Nc3ccc(C)cc3)NC3=C2C(=O)CC(C)(C)C3)cc1 (centres undefined)	5	-9
COc1ccc(CN(C(=O)CSc2nnc(-c3c[nH]c4ccccc34)o2)c2ccc(F)cc2)cc1OC	?	-1
O=S(=O)(N/N=C\c1ccc2c(c1)OCO2)c1ccc(Cl)cc1	-9	-9
Cc1nn(-c2ccccc2)c2sc(C(=O)NNC(=O)COc3cccc4ccccc34)cc12	1	-4
O=C(Nc1ccccc1)Nc1nc(-c2ccc(F)c(F)c2)cs1	26	1
COc1ccc2c(c1)C(NC(C)=O)C(=O)N2C (centres undefined)	-4	-1
COc1ccc(CN(C(=S)Nc2ccccc2)C2CC(=O)N(c3ccc(F)cc3)C2=O)cc1 (centres undefined)	0	-16
CC(C)c1ccc(NC(=O)COC(=O)C2=COCCO2)cc1	19	-2
CC(C(=O)O)c1n[nH]c(=O)c2ccccc12 (centres undefined)	2	-1

More structures.
SMILES	esBAF inh	RAD54 branch
CCOC(=O)c1c(N=CN(C)C)c(C#N)c2n1CCCC2	-6	7
CCn1c(C(=O)NCc2ccccn2)cc2sccc21	0	9
Cc1cc(NC(=O)C2CCCC2)nc2c1c(=O)oc1ccccc12	1	17
Cc1ccc(NC(=O)c2ccc(-n3cccn3)c([N+](=O)[O-])c2)cc1	17	2
CCN1CCN(C2CCCCC2NS(=O)(=O)c2ccc(Cl)cc2)CC1 (centres undefined)	-5	9

Screens deposited in PubChem by Broad Institute.
